# Source: PubChem (National Center for Advancing Translational Sciences (NCATS))
# Eya2 inh – blocks the phosphatase activity of human Eya2; O00167; recombinant Eya2, OMFP fluorescence dephosphorylation (OMFP is methylfluorescein phosphate); Potency, µM (highest dose often 76.9 µM), inactives show top-dose activity, negative = inhibition, hits mostly inhibitors; 330,000 tested, 0.006% active; AID 488837; also: potency is read from the fitted curve at half-maximal effect; % is scaled to controls: 0 for no effect and ±100 for the full control effect
#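 Eya2 protein (added as 0.2 uM solution) was preincubated with compound for 10 min at ambient temperature in 50 mM HEPES pH 7.5, 50 mM NaCl, 5 uM MgCl2, 0.05% BSA, 1 mM DTT. OMFP (added at 50 uM) then reacted 10 min; fluorescence read at 485/525 nm.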
# ELG1 genotoxic – induces genotoxicity in HEK293T cells with luciferase-tagged ELG1. HEK293T ELG1-luciferase reporter, luminescence, 16 h. Potency, µM (top dose mostly 46 µM), without a hit: top-dose activity change, positive = activation, actives largely listed as activators. 330,000 tested, 1.3% active; also: potency is read from the fitted curve at half-maximal effect; % of control where 0% means no effect; nearly all actives have a fitted effect of over 60% in size
#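 After overnight (16 hr) compound treatment at 37 °C, ELG1-luciferase HEK293T cells were lysed with ONE-Glo; luminescence quantified 30 min later at room temperature.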
# uPA generation – inhibitors of cell surface uPA generation; cell surface uPA generation assay, qHTS; 330,000 tested, 0.31% active; Potency, µM (series often up to 38.3 µM), for inactives: top-dose activity change, negative = inhibition, usual class: inhibitors; active = well fitted inhibition curve with a large enough effect; inconclusive = small, poorly fitted or top-dose-only effect; inactive = no such curve, though single readings can be large or run the other way; tested in mouse RAW 264.7 cells; also: potency is read from the fitted curve at half-maximal effect; % is scaled to controls: 0 for no effect and ±100 for the full control effect; nearly all actives have a fitted effect of over 55% in size
# B2AR arrestin – agonists driving beta-arrestin recruitment to human beta2-adrenergic receptor; beta-arrestin recruitment to beta2AR, cell-based reporter; Potency, µM (series often up to 46.1 µM), for the others: at the top dose activation, hits mostly activators; 330,000 tested, 0.02% active; AID 492947;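 also: potency is read from the fitted curve at half-maximal effect; 0% = DMSO controls and full agonism = EC100 isoproterenol or metaproterenol; nearly all actives have a fitted effect of over 65% in size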
# Target sequence (P07550 whole entry, looked up): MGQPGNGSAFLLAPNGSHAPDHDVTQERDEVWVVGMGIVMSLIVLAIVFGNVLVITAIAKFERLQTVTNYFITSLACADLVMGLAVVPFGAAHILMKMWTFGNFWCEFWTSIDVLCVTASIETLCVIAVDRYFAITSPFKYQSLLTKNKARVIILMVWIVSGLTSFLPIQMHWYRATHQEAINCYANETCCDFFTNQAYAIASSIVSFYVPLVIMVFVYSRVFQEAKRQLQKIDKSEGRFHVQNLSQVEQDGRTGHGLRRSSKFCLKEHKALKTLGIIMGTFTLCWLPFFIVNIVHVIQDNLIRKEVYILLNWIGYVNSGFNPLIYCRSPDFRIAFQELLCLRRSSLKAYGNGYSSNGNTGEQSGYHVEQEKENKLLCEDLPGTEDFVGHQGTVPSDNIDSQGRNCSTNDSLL
# p53 reactivation – restores transcriptional activity of mutant p53; H1299 p53-A138V BP100-luciferase reporter, luminescence, 24 h; Potency, µM (series often up to 92.2 µM), without a hit: top-dose activity change, positive = activation, most hits filed as activators; 320,000 tested, 0.063% active; AID 504706; also: potency is read from the fitted curve at half-maximal effect; % of control where 0% means no effect; nearly all actives have a fitted effect of over 45% in size
#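 H1299 (p53-null), stable ts p53-A138V + BP100-Luc; 1000 cells/well, Opti-MEM/10% FBS; cpd 4 pt, 1:5; 24 h, 37 deg C, 5% CO2; detection reagent 10 min RT; luminescence.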
# ASM inhibitor – inhibitors of human secretory acid sphingomyelinase; placental ASM, HMU-PC fluorogenic substrate, 60 min; Potency, µM (series often up to 57.5 µM), without a hit: at the highest dose activity change, negative = inhibition, hits mostly inhibitors; 340,000 tested, 0.006% active; AID 504937; also: potency is read from the fitted curve at half-maximal effect
#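 Steps: dispense placental human ASM, pin compound, wait 10 min at room temperature, add HMU-PC0 substrate at 9 uM final, incubate 60 min at 37 °C, add stop solution raising pH to 10, read fluorescence.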
# a7 integrin act – activators of alpha7 integrin expression for muscular dystrophy; alpha7betagal myoblasts, beta-gal FDG fluorescence, 48 h; Potency, µM (highest dose often 38.3 µM), for the others: top-dose activation, hits mostly activators; 350,000 tested, 0.064% active; AID 624291;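 also: potency is read from the fitted curve at half-maximal effect; 100% = response of the positive control SU9516; nearly all actives have a fitted effect of over 60% in size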
#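 Alpha7betagal+/- myoblasts (passage 13) were plated 16-24 hr, then exposed to compounds (1:260 dilution of DMSO stock) for 48 hours at 37C. After MPER lysis, β-galactosidase reporter activity was read as FDG fluorescence (ex 480/em 540) after 30 minutes.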
# USP2a block – inhibitors of human ubiquitin-specific protease USP2a; USP2 core, Ub-CHOP2 coupled fluorogenic reporter, 485/531; Potency, µM (top dose mostly 38.3 µM), for the others: top-dose activity change, negative = inhibition, usual class: inhibitors; 330,000 tested, 0.01% active; AID 463254;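 also: potency is read from the fitted curve at half-maximal effect; plate controls were DMSO wells for no effect and full inhibition by NEM control for full effect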
#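 Deubiquitinase activity read as fluorescence (485/531 nm) after Ub-CHOP2 cleavage activates the enterokinase reporter on its substrate; USP2 core 10nM, Ub-CHOP2 and substrate 25nM each, 30min compound preincubation then 60min RT; data normalized to NEM, curves fitted.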
# PTAP TSG101 blk – blocks PTAP/TSG101 interaction to inhibit HIV-1 budding; AID 493005; Potency, µM (series often up to 115 µM), for inactives: at the highest dose activity change, negative = inhibition, hits mostly inhibitors; 340,000 tested, under 10 active; Fluorescence polarization, FITC-PTAP peptide / Tsg101 binding; active = well fitted inhibition curve with a large enough effect in the main read-out, with a control signal flat, not every such curve was filed as active; inconclusive = small, poorly fitted or top-dose-only effect, or effect the other way, or a change in a side signal; inactive = no such curve, though single readings can be large or run the other way; also: potency is read from the fitted curve at half-maximal effect; % of control where 0% means no effect
# Target sequence (Q99816 whole entry, looked up): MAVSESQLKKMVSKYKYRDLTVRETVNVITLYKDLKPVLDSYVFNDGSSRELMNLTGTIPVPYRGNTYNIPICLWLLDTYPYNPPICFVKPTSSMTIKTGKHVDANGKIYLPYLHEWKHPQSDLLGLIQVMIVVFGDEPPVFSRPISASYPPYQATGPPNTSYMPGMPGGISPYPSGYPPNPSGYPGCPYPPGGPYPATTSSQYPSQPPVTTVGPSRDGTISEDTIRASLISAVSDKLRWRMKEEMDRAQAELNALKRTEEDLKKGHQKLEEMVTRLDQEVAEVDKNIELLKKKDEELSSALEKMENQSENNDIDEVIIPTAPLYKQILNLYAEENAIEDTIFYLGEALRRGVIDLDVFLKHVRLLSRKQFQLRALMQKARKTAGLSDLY
#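 Fluorescence polarization binding of Tsg101 binding domain (10 uM final) to FITC-labeled PTAP peptide (50 nM final) in HEPES pH 7.5 buffer with NaCl, Tween 20, EDTA, TCEP. Compounds added before peptide; binding 20 min at RT.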
# TRPV1 ag – activates the human vanilloid receptor TRPV1. Q8NER1. TRPV1-expressing cells, Fluo-8 calcium influx, agonist mode. activation, % at 8.33 µM. 320,000 tested, 0.19% active; in the data active = activation above about 80%; inconclusive = between about 30% and that limit; also: 0% is about no effect
#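 Fluo-8 calcium influx in TRPV1-expressing cells, kinetic read (ex 480/em 520 nm). Compound added and read 3 min for agonist activity, followed by capsaicin at EC20 final and 2 min further read for enhancement.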
# BRCA1 expr act – BRCA1 expression activation; MCF7-BRCA1-FFLuc reporter, luminescence, 48 h; response scale: scaled: vehicle 0%, 10 µM genistein 100%; Potency, µM (doses to about 46.1 µM), for inactives: at the highest dose activation, most hits filed as activators; 380,000 tested, 1.1% active; also: potency is read from the fitted curve at half-maximal effect; nearly all actives have a fitted effect of over 80% in size; some results filed as inactive show a strong effect at the top dose
#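 Cells: MCF7-BRCA1-FFLuc, 2000/well. Exposure: 48 h, 37 °C, 5% CO2. Read: luminescence, 15 min post-substrate. Controls: genistein 10 microM (maximal activation), DMSO (neutral).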
# Numbers without * were called inactive; ? = inconclusive; . = no result given; [ ] = remark or other dose. Unless noted, calls follow the shape of the dose curve; as a rule, active = well fitted curve in the direction sought with a large enough effect; inconclusive = small, poorly fitted or top-dose-only effect, or another doubt; inactive = no such curve, though single readings can be large; an effect the other way counts as inactive or inconclusive. Rows are unselected; about 2.6% have a hit in one of these screens.
Molecule,BRCA1 expr act,B2AR arrestin,USP2a block,ASM inhibitor,p53 reactivation,uPA generation,Eya2 inh,PTAP TSG101 blk,TRPV1 ag,ELG1 genotoxic,a7 integrin act
CCCCCC(=O)NC(=S)NNC(=O)CC,1%,-0.1%,0%,2%,-9%,5%,17%,0%,2,6%,-23%
CCOC(=O)C1CCN(S(=O)(=O)c2ccc(NC(=O)OC)cc2)CC1,-8%,-0.1%,3%,-4%,8%,-3%,-3%,-1%,4,-1%,5%
Cc1ccc2c(c1)NC(=O)c1cccc([N+](=O)[O-])c1CO2,.,0.4%,-1%,.,?,.,5%,.,1,4%,.
Cc1ccc(NC(=O)CSc2nc(N)cc(N)n2)cc1S(=O)(=O)N1CCOCC1,0%,-0.5%,-2%,5%,-3%,-5%,20%,-6%,-5,1%,12%
CCCC(=O)NC(c1ccc(N(C)C)cc1)c1c(O)ccc2ccccc12 (stereo not given),-23%,5.3%,-1%,22%,1%,1%,-9%,-1%,4,3%,-2%
CCOC(=O)C1C(=O)Nc2nc(C)nn2C1c1ccccc1 (stereo not given),3%,-0.1%,1%,5%,5%,.,4%,0%,0,0%,-8%
Cc1cccc(C2N(c3ccc(F)cc3)C(=O)C3CCCN32)c1 (stereo not given),-2%,.,.,7%,.,-16%,.,1%,.,.,4%
COc1ccc(C(=O)C2CCN(C(=O)Nc3ccc(C)cc3)CC2)cc1,70%,-0.6%,0%,-13%,7%,-15%,6%,-4%,?,-10%,25%
CCc1cccc2sc(NC(=O)C3CC3)nc12,-31%,-0.5%,2%,5%,.,-14%,-24%,1%,13,0%,21%
O=C(C1=C(O)C(=O)N(c2nc3ccc(Cl)cc3s2)C1c1ccco1)c1ccco1 (stereo not given),-19%,-0.1%,-16%,16%,4%,?,7%,-1%,-4,1%,-9%
Cc1ccc2[nH]c3c(c2c1)SC(C)(C)CC3=O,4%,-0.1%,0%,217%[activator],1%,11%,-10%,-1%,17,-4%,-14%
O=C(NCCO)c1ccc2nc(Cc3cccc(Cl)c3)oc2c1,17%,-0.1%,0%,-2%,.,5%,2%,-2%,13,?,24%
O=C(Nc1ccc(NC(=O)c2cccs2)cc1Cl)c1ccco1,?,-0.9%,0%,3%,?,2%,-1%,0%,2,?,8%
Cc1ncn(C23CC4CC(CC(C4)C2)C3)n1,2%,-2.1%,1%,1%,9%,4%,4%,-2%,0,4%,0%
CCOC(=O)CC1C(=O)NCCN1S(=O)(=O)c1ccc(Br)cc1 (stereo not given),-3%,0.0%,3%,3%,-1%,-5%,-8%,-1%,1,0%,3%
COc1cc(NC(=O)c2ccccc2Cl)c(OC)cc1NC(=O)CN1CCOCC1,-19%,0.0%,-1%,-1%,16%,1%,5%,-4%,1,-3%,-3%
CCCCn1c(C(C)O)nc2ccccc21 (stereo not given),0%,0.3%,1%,7%,6%,-3%,-4%,-3%,-3,-1%,-3%
CCN1CCN(CCNC(=O)c2ccc(/C=C3/Sc4ccccc4N(Cc4cccc(C)c4)C3=O)cc2)CC1,-23%,0.0%,0%,4%,4%,6.3µM*,-27%,1%,5,-12%,-80%[inhibitor]
O=C(Nc1cccc(Br)c1)c1cc(=O)c2ccccc2o1,-12%,-0.5%,4%,8%,2%,-19%,2%,-1%,-1,0%[9.26 µM],7%
Cn1c(N)c(C(=O)CSc2nc3ccccc3[nH]2)c(=O)n(C)c1=O,14%,0.1%,12%,-1%,2%,1%,-1%,-3%,-1,-1%,15%
CCOC(=O)C1(C(F)(F)F)N=C(C(F)(F)F)Nc2cc(C)c(C)cc21 (stereo not given),-19%,0.2%,3%,-1%,-8%,5%,-1%,1%,-2,0%,12%
CCCn1nc(C(=O)Oc2ccc3c(C)cc(=O)oc3c2)c2ccccc2c1=O,-3%,-1.5%,1%,.,15%,1%,4%,-5%,-2,6%,17%
OC(CC1CC12c1ccccc1-c1ncccc12)(c1ccccc1)c1ccccc1 (stereo not given),-33%,?,-1%,-12%,-2%,-10%,4%,-17%,3,-4%,32%
Cc1csc(=Nc2ccccc2)n1CCCN1CCCC1=O,14%,-0.1%,5%,2%,-8%,-3%,-6%,-8%,-1,3%,5%
COc1ccc(CN2CCC(=O)NC2=O)cc1,-1%,0.2%,7%,3%,-3%,.,1%,-11%,2,-3%,-6%
O=C(CCc1ccccn1)N1CCCC(N2CCN(c3cccc(C(F)(F)F)c3)CC2)C1 (stereo not given),3%,-0.2%,4%,4%,-2%,-9%,2%,-3%,3,-6%,-22%
O=C(Cn1cnc2ccccc2c1=O)c1ccc(OC(F)F)cc1,?,0.7%,1%,-1%,10%,3%,-4%,5%,-2,13%,?
O=C(COC(=O)CNC(=O)c1cccc([N+](=O)[O-])c1)Nc1cccc(S(=O)(=O)N2CCCC2)c1,-11%,-0.8%,3%,-2%,-4%,-4%,-7%,0%,-1,0%,17%
COc1cccc(C(=O)NCC2(c3ccc(OC)c(OC)c3)CCCC2)c1,-4%,2.6%,1%,1%,-20%,-25%,-19%,-2%,18,-1%,-29%
O=C(O)[C@H](Cc1ccccc1)NC(=O)N1CCN(c2ccc(F)cc2)CC1,17%,-0.5%,0%,9%,-1%,6%,-1%,0%,-2,3%,6%
CC(=O)c1ccc(NC(=S)Nc2ccc(Br)c(Cl)c2)cc1,2%,-0.3%,4%,-7%,-2%,-1%,-18%,-2%,-2,-6%,-16%
O=C(CN1CCN(c2ccc(O)cc2)CC1)Nc1ccc2c(c1)OCCCO2,-2%,-1.3%,-10%,2%,-1%,?,-13%,-6%,-2,-2%,-55%[inhibitor]
Cc1ccc(C)c(NC(=S)NNC(=O)c2csc3c2CCCC3)c1,-23%,-0.4%,0%,-1%,-8%,.,10%,-8%,11,-2%,-5%
COc1ccc(/C=N/NC(=O)c2ccc(=O)n(C)c2)cc1OC,-15%,0.5%,8%,-1%,19%,0%,8%,-1%,-1,?,13%
CC(CNC(=O)c1cncc(O)c1)NC(=O)c1cncc(O)c1 (stereo not given),-8%,-0.7%,0%,3%,-1%,5%,4%,-5%,2,2%,12%
CSc1ccc(CCNC(=O)CCc2nnc3ccc(N4CCOCC4)nn23)cc1,1%,-0.6%,4%,-5%,.,-1%,-1%,-1%,-2,2%,12%
COCCC(=O)N1CCc2ccc(NC(=O)c3ccc(C(F)(F)F)cc3)cc2C1,-36%,-0.2%,1%,-1%,?,-13%,-3%,1%,?,-6%,-1%
COc1cccc(NC(=O)c2c(C)cc(C)cc2CC(C)(C)C(=O)O)c1,-17%,5.0%,-2%,1%,1%,1%,-5%,1%,2,0%,1%
CCOc1ccc(N(CC(=O)NC2CCCCC2)C(=O)CCC(=O)Nc2nc(C)cs2)cc1,-24%,0.2%,1%,1%,-5%,1%,0%,-2%,1,2%,-30%
CCn1c(-c2ccc(F)cc2)cnc1SCC(=O)N1CCCCC1C (stereo not given),.,0.4%,3%,.,?,.,-6%,.,?,6.5µM*,.
CCOc1ccc(Br)cc1S(=O)(=O)NCCN(C)C,-5%,.,.,-3%,.,-1%,.,-1%,2,.,9%
CCOc1ccc(CNC(=S)NCc2ccc(OCC)cc2)cc1,1%,0.2%,0%,-2%,-5%,5%,-11%,-2%,?,-1%,?
CC(=O)N1C(Nc2ccc(Cl)cc2)CCN1c1ccccc1 (stereo not given),-15%,-0.1%,0%,-2%,12%,-3%,-13%,-4%,-1,-1%,-13%
CCOC(=O)c1cnc(-n2nc(C)cc2C)nc1NC(C)c1ccccc1 (stereo not given),-14%,0.2%,3%,-15%,2%,2%,1%,-10%,26,-6%,-16%
COc1ccc(C(=O)NC2CCCc3c2cnn3-c2cc(F)cc(F)c2)c(OC)c1OC (stereo not given),-41%,0.0%,1%,4%,-6%,?,-9%,-9%,19,0%,0%
CCOC(=O)C1(C)/C(=N/Nc2ccc(Cl)cc2)C(=O)C(=O)N1c1ccccc1 (stereo not given),-32%,-0.2%,2%,-10%,-2%,2%,-13%,2%,0,5%,20%
